# Bioassay records (PubChem)
# STK33 inh: blocks human STK33 kinase activity. purified STK33, MBP phosphorylation, ADP-Glo luminescence. 0.073% of 320,000 active. Q9BYT3. inhibition, % at 10 µM;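 active means inhibition at or above 25%, using the most active replicate where run in duplicate; inactive means inhibition below 25%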
# Target sequence (Q9BYT3 whole entry, looked up): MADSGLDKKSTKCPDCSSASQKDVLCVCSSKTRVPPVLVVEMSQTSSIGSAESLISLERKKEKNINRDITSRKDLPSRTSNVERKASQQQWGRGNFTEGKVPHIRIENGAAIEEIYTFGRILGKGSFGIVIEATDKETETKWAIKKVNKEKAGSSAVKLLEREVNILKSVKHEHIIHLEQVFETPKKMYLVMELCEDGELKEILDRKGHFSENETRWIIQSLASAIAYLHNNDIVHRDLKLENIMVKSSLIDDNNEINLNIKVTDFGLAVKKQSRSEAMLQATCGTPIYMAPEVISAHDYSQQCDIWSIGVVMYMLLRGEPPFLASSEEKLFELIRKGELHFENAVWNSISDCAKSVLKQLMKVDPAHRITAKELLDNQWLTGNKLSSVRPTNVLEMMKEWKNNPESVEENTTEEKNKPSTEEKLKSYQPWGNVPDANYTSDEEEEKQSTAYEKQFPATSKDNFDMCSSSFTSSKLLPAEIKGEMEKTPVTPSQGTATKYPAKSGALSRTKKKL
# KCNQ2 inh: KCNQ2 potassium channel inhibitors, primary screen, cell-based, CHO-K1, FluxOR thallium flux, B-score (AID 2156); 20 min; hits give low values; O88943; B-score at 10 µM; 1.1% of 310,000 active;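 active means fluorescence ratio B-score at most minus 3 library SDs, with starting brightness B-score within 2 library SDs, cut at about -5.5 in these data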
# Kir21 inh: blocks the mouse Kir2.1 inward-rectifier potassium channel | P35561 | HEK293-Kir2.1, FluxOR thallium flux fluorescence; hits give low values | B-score at 10 µM | 0.85% of 310,000 active | AID 1672;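 active means fluorescence ratio B-score at or below minus 3 SD of library scores, with starting-brightness B-score within 2 SD, cut at about -4.2 in these data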;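 further: channel flux triggered by added potassium and thallium sulfate stimulus; B-score of peak minus minimum fluorescence over baseline after thallium stimulus; more negative B-score means stronger Kir2.1 block with less thallium influx; some compounds called inactive have numbers as strong as hits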
# Target sequence (P35561 whole entry, looked up): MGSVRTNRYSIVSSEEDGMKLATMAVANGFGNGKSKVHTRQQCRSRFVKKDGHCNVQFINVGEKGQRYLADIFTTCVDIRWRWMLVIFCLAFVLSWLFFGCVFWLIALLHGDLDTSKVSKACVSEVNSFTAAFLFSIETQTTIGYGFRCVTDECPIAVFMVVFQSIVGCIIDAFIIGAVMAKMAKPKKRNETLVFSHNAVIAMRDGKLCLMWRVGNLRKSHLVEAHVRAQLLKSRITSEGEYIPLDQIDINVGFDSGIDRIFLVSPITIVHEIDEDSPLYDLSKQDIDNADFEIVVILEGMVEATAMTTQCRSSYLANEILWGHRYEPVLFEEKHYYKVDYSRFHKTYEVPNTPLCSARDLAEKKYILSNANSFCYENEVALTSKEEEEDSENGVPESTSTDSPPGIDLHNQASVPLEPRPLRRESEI
# An asterisk follows results filed as active; i = inactive; . = not tested or not shown.
SMILES,STK33 inh,KCNQ2 inh,Kir21 inh
C/C(=N\NC(=O)CC#N)C1COc2ccccc2O1 (stereo not given),0.5,i,1.21
FC(F)(F)c1ccc(-c2nc(=S)[nH][nH]2)cc1,-0.6,i,0.37
COc1cc(Cl)c(C)cc1NC(=O)COc1ccccc1[N+](=O)[O-],-3.3,i,-2.24
CCOC(=O)CSc1nnc(NC(=O)NC(C)C)s1,-0.2,i,1.81
Cc1ccccc1NC(=S)NNC(=O)c1csc2c1CCC(C)C2 (stereo not given),0.5,i,2.25
COCC1CCN(Cc2nc(-c3cccs3)no2)C1 (stereo not given),-0.3,i,0.19
CCc1ccc(N2C(=O)C3NN=C(C(=O)OCc4ccccc4)C3C2=O)cc1 (stereo not given),-0.9,i,-0.68
Cn1c(=O)c2c(nc(Cl)n2CCOc2ccccc2)n(C)c1=O,-1.8,i,-0.04
Fc1ccc(/C=N/c2c(-c3ccc(F)cc3)nc3n2CCS3)cc1,.,i,0.85
O=C(C1=C(O)C(=O)N(CCN2CCOCC2)C1c1cccc(Br)c1)c1cc2ccccc2o1 (stereo not given),-1.7,i,2.14
O=C(COC(=O)CNC(=O)c1cccs1)Nc1ccccc1C(F)(F)F,.,i,0.02
COc1cc(NC2c3ccccc3C(=O)N2c2ccc(C)cn2)cc(OC)c1OC (stereo not given),-0.1,i,1.24
CNCc1sccc1C,0.4,i,0.03
CCOc1ccc(S(=O)(=O)N2CCN(Cc3ccccc3)CC2)c2cccnc12,-0.9,i,0.33
COc1ccc(C(=O)N/N=C\c2ccoc2)cc1,-0.4,i,-0.03

# Next section; the last two above are carried over.
SMILES,STK33 inh,KCNQ2 inh,Kir21 inh
CCOc1ccc(S(=O)(=O)N2CCN(Cc3ccccc3)CC2)c2cccnc12,-0.9,i,0.33
COc1ccc(C(=O)N/N=C\c2ccoc2)cc1,-0.4,i,-0.03
Cc1ccc(NC(=O)CCNS(=O)(=O)c2cccs2)cc1F,0.6,i,0
CCOC(=O)N1CCN(CC(=O)N2c3ccccc3CCc3ccccc32)CC1,1.1,i,0.73
COc1ccc(C(=O)CCN2CCCCCC2)cc1,-1.3,i,1.35
COc1ccc(CC(=O)Nc2cc(C)on2)cc1,-0.4,i,-1.21
CCCSc1nc(C)cc(C)c1C(N)=O,-2.3,i,-1.65
Cc1cccc(C)c1Nc1nnc(SCC(=O)Nc2ncc(C(F)(F)F)cc2Cl)s1,0.1,i,0.09
O=C(NC12CC3CC(CC(C3)C1)C2)C1=COCCO1,1.0,i,1.17
O=C(c1cc(F)c(F)cc1Cl)N1CCN(c2ccc([N+](=O)[O-])c3ncccc23)CC1,-1.0,i,0.98
CCCCOc1ccc(N(CC(=O)NC(C)C)C(=O)CCC(=O)Nc2ccccn2)cc1,-1.0,i,-1.06
CN(C)S(=O)(=O)c1ccc(NC(=O)CCNC(=O)c2ccco2)cc1,-1.1,i,0.11
CN(C)C(CNC(=O)C1CCN(S(=O)(=O)c2cccc(C(F)(F)F)c2)CC1)c1ccccc1 (stereo not given),-0.4,i,-0.83
Cc1cccc(Cn2nc(C(C)(C)C)cc2C(=O)N2CCOCC2)c1,-0.7,i,1.2
COc1ccc(C(=O)CSc2nnc3ccccn23)cc1OC,-1.0,i,-1.19
CC(C)NCC(O)COc1c(F)cc(Br)cc1F (stereo not given),-1.7,i,-0.02
c1ccc2c(c1)CC1(CCCCC1)n1nnnc1-2,0.1,i,-0.97

# Given with two lines to a compound: entries from further up
# Value order – STK33 inh, KCNQ2 inh, Kir21 inh
COc1ccc(C(=O)CCN2CCCCCC2)cc1
 : -1.3, i, 1.35
COc1ccc(CC(=O)Nc2cc(C)on2)cc1
 : -0.4, i, -1.21
CCCSc1nc(C)cc(C)c1C(N)=O
 : -2.3, i, -1.65
Cc1cccc(C)c1Nc1nnc(SCC(=O)Nc2ncc(C(F)(F)F)cc2Cl)s1
 : 0.1, i, 0.09
O=C(NC12CC3CC(CC(C3)C1)C2)C1=COCCO1
 : 1.0, i, 1.17
O=C(c1cc(F)c(F)cc1Cl)N1CCN(c2ccc([N+](=O)[O-])c3ncccc23)CC1
 : -1.0, i, 0.98
CCCCOc1ccc(N(CC(=O)NC(C)C)C(=O)CCC(=O)Nc2ccccn2)cc1
 : -1.0, i, -1.06
CN(C)S(=O)(=O)c1ccc(NC(=O)CCNC(=O)c2ccco2)cc1
 : -1.1, i, 0.11
CN(C)C(CNC(=O)C1CCN(S(=O)(=O)c2cccc(C(F)(F)F)c2)CC1)c1ccccc1 (stereo not given)
 : -0.4, i, -0.83
Cc1cccc(Cn2nc(C(C)(C)C)cc2C(=O)N2CCOCC2)c1
 : -0.7, i, 1.2
COc1ccc(C(=O)CSc2nnc3ccccn23)cc1OC
 : -1.0, i, -1.19
CC(C)NCC(O)COc1c(F)cc(Br)cc1F (stereo not given)
 : -1.7, i, -0.02
c1ccc2c(c1)CC1(CCCCC1)n1nnnc1-2
 : 0.1, i, -0.97

# The results go on:
SMILES,STK33 inh,KCNQ2 inh,Kir21 inh
COc1ccccc1-c1c(C(F)(F)F)oc2c(CN(C)C)c(O)ccc2c1=O,-0.4,i,0.4
CCC1Sc2ccc(S(=O)(=O)N3CCN(c4ccccc4)CC3)cc2NC1=O (stereo not given),-1.1,i,0.96
Cc1nc(C)c(C(=O)NCCC(c2ccccc2)c2ccccc2)o1,0.9,i,-0.37
Cn1cc(S(=O)(=O)Nc2ccc(F)cc2F)c(=O)n(C)c1=O,0.1,i,0
Cc1cc(Cl)c(S(=O)(=O)Nc2ccc(Cl)cn2)cc1OCC(N)=O,-0.2,i,-1.89
COc1ccc(OCCN2CCN(C(=O)c3ccc(OC)cc3)CC2)cc1,-1.1,i,-2.77
CCOC(=O)N1CCC(NC(=O)c2cc(C)c3c(C)nn(-c4ccccc4)c3n2)CC1,0.0,i,-0.17
CCc1nnc(NC(=O)CCC(=O)N2CCN(c3ccccn3)CC2)s1,-0.6,i,0.91
O=C(Cc1ccc(Cl)cc1)NCC(=O)N1CCN(Cc2ccccc2)CC1,-1.5,i,0.08
CCOC(=O)c1c(NS(=O)(=O)c2cccc(OC)c2)sc2c1CCC2,0.1,i,-0.04
Cc1ccc(S(=O)(=O)N2CCN(C(=O)CC(C)(C)C)CC2)cc1,0.2,i,-0.02
COC(=O)C1=C(c2ccc(OC)cc2)OC(=O)C1(C)C,5.3,i,0.21
Cn1c(-c2ccc(F)cc2)cnc1NCc1ccccc1F,-0.6,i,0.1
CSCCC(NC(=O)COc1ccccc1)C(=O)NCC1COc2ccccc2O1 (stereo not given),-1.0,i,-2.16
S=C(Nc1ccccc1Cl)Nc1ccc(Cl)cc1Cl,0.6,i,-0.95
COc1ccc(C2C(C#N)=C(N)N(c3cccnc3)C3=C2C(=O)CC(C)(C)C3)cc1OC (stereo not given),-0.6,i,-0.09
Cn1cc(S(=O)(=O)Nc2ccc3c(c2)OCCO3)cn1,0.4,i,1.29
CCN(CC)C(C)C(=O)Nc1c2c(cc3c1CCC3)CCC2 (stereo not given),1.2,i,-0.1
FC(F)(F)c1cc(CCN2C(=S)NC[C@@H]2c2ccccc2)cc(C(F)(F)F)c1,0.9,i,-0.57
CC(C)Cc1nnc(NC(=O)CSc2ccccn2)s1,-0.2,i,0.94
CN(C)S(=O)(=O)c1ccc(NC(=O)C2CC3C=CC2C3)cc1 (stereo not given),-2.4,i,-0.04
Cc1cc(C)cc(N(CC(=O)NCc2ccc(F)cc2)C(=O)c2snc(C(N)=O)c2N)c1,-3.8,i,-0.68
Cc1ccc(N(CC(=O)NC2CCCCC2)S(=O)(=O)c2c(C)nn(C)c2C)cc1,-1.2,i,-0.9
Cc1ccc2c(c1)NC(=O)C(CC(=O)O)O2 (stereo not given),-1.1,i,-2.3
COc1cc2c(cc1NC(=O)CSc1nc3ccc(C)cc3[nH]1)oc1ccccc12,0.8,i,0.61
O=C(c1cccc(F)c1)N1CCCC(C(=O)N2CCN(c3ccccc3)CC2)C1 (stereo not given),1.8,i,0.51
Cc1onc(-c2ccccc2)c1-c1csc(COc2ccccc2)n1,0.4,i,1.05
Nc1nc(-c2ccc(Cl)cc2)nn1C(=O)c1cccnc1,-0.1,i,-1.65
COc1ccc(C(=O)OCC(=O)c2ccc(C3CCCCC3)cc2)cc1,0.8,i,-0.57
C=CCn1c(SCC(=O)NCCOC)nnc1-c1cc2c(s1)CCC(CC)C2 (stereo not given),0.7,i,-1.09
Cc1noc(C)c1COc1cccc(C(=O)Nc2ccccc2N2CCOCC2)c1,-1.2,i,0.96
O=C1C2C3CCCC3=C3CCCC3C2C(=O)N1c1ccccc1 (stereo not given),0.4,i,-0.3
Cc1ccnc(N2CCN(c3cc(C)c(C#N)c4nc5ccccc5n34)CC2)c1,-0.7,i,1.91
CN(C)c1ccc(C(C(=O)NC2CCCC2)N(C(=O)c2csnn2)C2CC2)cc1 (stereo not given),-2.3,i,1.55
COc1ccc(CN2CCNC(=O)C2CC(=O)N(C)Cc2nonc2C)c(F)c1 (stereo not given),0.1,i,-0.46
Cc1ccc2nc(SCC(=O)Nc3cccc(Cl)c3)nc(=O)n2c1,-1.9,i,0.72
O=C(c1cc(-c2ccncc2)nc2ccccc12)N1CCN(c2ccc(N3CCOCC3)nn2)CC1,0.2,i,1.82
CCCCCCc1cc2cc(C(=O)Nc3ccccc3)c(=O)oc2cc1O,-0.2,i,0.16
COc1cccc(NC(=O)CN(c2cccc(C(F)(F)F)c2)S(C)(=O)=O)c1,-0.8,i,-0.24
CN(c1ccc(OCC(=O)Nc2nc3ccccc3s2)cc1)S(=O)(=O)c1ccccc1,-0.7,i,-0.25
Cn1ccc(=NC=C(C#N)C#N)c2ccccc21,-0.2,i,0.8
O=C(CCNC(=O)c1ccc([N+](=O)[O-])cc1)Nc1ccc(F)cc1,0.7,i,2.87
CC(C)CC(NC(=O)C(NC(=O)OC(C)(C)C)C(C)C)C(N)=O (stereo not given),-0.7,i,0
N#Cc1cc(-c2ccccc2)oc1NC(=O)c1ccco1,0.2,i,2.63
CC(=O)N=C1SC2CS(=O)(=O)CC2N1c1ccc(-c2nc3ccc(C)cc3s2)cc1 (stereo not given),0.1,i,0.07
Nc1cccc(-c2cn3cccnc3n2)c1,-0.1,i,1.06
CCCCCCCCCCCC(=O)NC1CCS(=O)(=O)C1 (stereo not given),-0.7,i,1.06
O=C(Nc1ccc(OCc2ccccc2)cc1)c1cccc([N+](=O)[O-])c1,-1.2,i,-0.64
O=C(CCN1C(=O)C2C3C=CC(C3)C2C1=O)Nc1ccc2c(c1)OCO2 (stereo not given),0.2,i,-0.08
O=c1cc(-c2cccc(F)c2)[nH]c2ccccc12,0.9,i,0.79
COc1ccc2oc(C)c(C(=O)c3ccc([N+](=O)[O-])cc3)c2c1,1.6,i,0.93
Cn1c(=O)c2c(-c3ccccc3)n(-c3ccccc3O)cc2n(C)c1=O,-1.1,i,-1.61
Cc1cc(C)nc(/N=C(/NC(=O)Nc2ccc(Cl)c(Cl)c2)Nc2ccccc2)n1,-3.0,i,-1.18
O=S(=O)(Nc1c(O)ccc2ccccc12)c1ccccc1,0.8,i,-0.89
Cc1cc(NCCN2CCCCC2)n2c(nc3ccccc32)c1C#N,.,i,0.01
O=C(CN1CCOCC1)Nc1ccc2c(c1)OC(F)(F)O2,-0.8,i,-0.51
COc1ccc(C(C)=O)cc1COC(=O)C(CO)NS(=O)(=O)c1ccc(Br)cc1 (stereo not given),0.3,i,2.71
CC(=O)N1CCC2(CC1)CC(=O)c1cc(OCC(=O)NCc3ccc(C)cc3)ccc1O2,0.5,i,0.54
Cc1nnc(-c2ccccc2)[nH]c1=O,-2.2,i,0.34
CCOc1cccc(C(=O)Nc2ccncc2)c1,.,i,-0.64

# Next section.
SMILES,STK33 inh,KCNQ2 inh,Kir21 inh
CC(C)(C)c1ccc(-c2nc(C#N)c(NCc3cccnc3)o2)cc1,-1.1,i,-0.74
COc1ccc(Cl)cc1C(=O)CSc1nc(N)cc(N)n1,-1.6,i,-4.72*
COc1cc2c(C(=O)N3CCN(C)CC3)c(CSc3ccccc3)n(C)c2cc1Br,-1.0,i,-0.03
CCCNC(=O)c1ccc(Cl)c(Cl)c1,0.2,i,1.02
Cc1ccc(NC(=O)CCNC(=O)c2ccccc2Cl)cc1S(=O)(=O)N(C)C,0.5,i,-0.66
O=C(O)CSCC(=O)NCc1ccccc1,-1.9,i,0.23
Nc1ccccc1SCc1ccccc1,-1.0,i,1.38
CCOc1ccc(-n2cnnn2)cc1S(=O)(=O)N1CCCCC1,-2.5,i,0.03
COc1ccc(C2(c3ccc(OC)cc3)NC(=O)N(CC(=O)NC(C)C)C2=O)cc1,-1.2,i,-0.29
O=C1c2ccc(Oc3ccc4c(c3)C(=O)N(CCCCO)C4=O)cc2C(=O)N1CCCCO,-1.1,i,-0.46
CSc1ccccc1C(=O)N1CCC(CCC(=O)NCc2ccc(F)cc2)CC1,-0.7,i,-1.2
O=C(c1ccc(N2CCOCC2)c([N+](=O)[O-])c1)N1CCN(S(=O)(=O)c2cccs2)CC1,-4.8,i,1.69
O=C(NCCc1nc2ccccc2[nH]1)/C(=C/c1ccco1)NC(=O)c1ccc(Br)cc1,-1.6,i,0.01
CCOc1cccc(CNCCNC(=O)c2nonc2N)c1,3.2,i,1.97
S=C(NCCc1ccccc1)N1CCCC1,-0.2,i,0.18
Cc1nn(C(C)C(=O)Nc2ccc(Cl)cn2)c(C)c1[N+](=O)[O-] (stereo not given),0.3,i,0.89
O=C(COC(=O)c1ccc2c(c1)C(=O)N(CCc1ccccc1)C2=O)Nc1ccc(OC(F)F)cc1,-0.5,i,-0.21
CCOC(=O)CN(C(=O)CSc1nnc(CNc2ccc(F)cc2)n1C)c1ccccc1,-1.3,i,0.04
C/C(=N\NC(=O)c1ccc(Cl)cc1)c1cccc(NC(=O)c2cccnc2)c1,.,i,-0.51
O=[N+]([O-])c1cc(S(=O)(=O)Nc2ccccc2)ccc1N1CCN(c2ccc(O)cc2)CC1,.,i,1.81
